High-throughput results: PubChem BioAssay, Sanford-Burnham Center for Chemical Genomics
VHR inh color – inhibitors of human VHR1 phosphatase (DUSP3); inhibition, % at 20 µM; P51452; actives 0.7% (n = 50,000); recombinant VHR phosphatase, colorimetric substrate read-out; in the data active = inhibition above about 60%; note: some results filed as inactive read as strong as hits
Target sequence (P51452 whole entry, looked up): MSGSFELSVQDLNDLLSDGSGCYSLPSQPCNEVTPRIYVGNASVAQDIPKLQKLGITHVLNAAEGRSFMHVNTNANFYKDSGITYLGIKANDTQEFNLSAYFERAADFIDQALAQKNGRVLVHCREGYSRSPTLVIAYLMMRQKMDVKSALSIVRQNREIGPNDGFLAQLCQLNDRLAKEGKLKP
* = called active by the depositor. Only part of the results is shown (hit frequency here may not be typical).

SMILES	VHR inh color
CC(C)COc1ccc2c(c1)c1c3c(nccn32)CCC1	-14
CCOc1ccc(CN2CCN(C(=O)c3cccc(F)c3)CC2)cc1	-5
COc1ccccc1NC(=O)CN(c1ccc(C)cc1)S(=O)(=O)c1ccc(F)cc1	-42
Cc1ccc(Cc2cnc(NC(=O)C3CCCO3)s2)cc1 (stereo unspecified)	-7
CC(C(=O)c1ccc(Cl)cc1Cl)n1cncn1 (stereo unspecified)	-18
O=C(Cc1ccccc1)Nc1ccccc1C(=O)N1CCN(Cc2ccccc2)CC1	-15
CCOc1ccc(NC(=O)c2ccc(S(=O)(=O)N3CCOCC3)cc2)cc1	-15
Cc1cccc(NC(=O)C2CC2(c2ccccc2)c2ccccc2)c1C (stereo unspecified)	5
CCOC(=O)C(CC(C)C)NC(=O)/C(=C\c1ccc(Br)cc1)NC(=O)c1ccccc1 (stereo unspecified)	-6
CC(C)C(C(=O)O)N1C(=O)/C(=C/c2ccccc2O)SC1=S (stereo unspecified)	-2
Cc1c(Cl)cccc1NC(=O)C1C(c2ccccc2)=C1c1ccccc1	1
Cc1cc(=O)[nH]c(N/N=C/c2ccccc2Cl)n1	-16
O=C(/C=C/c1ccc(-c2ccccc2)o1)c1ccc(F)cc1	-19
CCOc1ccccc1/C=C1/SC(=S)N(NC(=O)c2ccccc2C)C1=O	-13
O=S(=O)(N/N=C/c1ccccc1C(F)(F)F)c1ccc(Cl)cc1	-2
O=C(Nc1ccc(I)cc1Cl)c1ccc(-c2ccccc2)cc1	5
COc1ccc(/C(O)=C2/C(=O)C(=O)N(CCCCCC(=O)O)C2c2ccc(Cl)cc2)cc1 (stereo unspecified)	92
O=C(Nc1ccc(Cl)cc1)Nc1ccccc1C(=O)O	-4
Cn1c(NC(=O)c2ccc3c(c2)OCO3)cc(=O)n(C)c1=O	34
NCCC(=O)N1c2ccccc2Sc2ccc(Cl)cc21	32
O=C(Nc1ccc(Cl)c(Cl)c1)Nc1nnc(CSCc2ccccc2F)s1	-6
Cc1ccc(C(CC(=O)C(C)C)C2C(=O)c3ccccc3C2=O)cc1 (stereo unspecified)	-12
CCOC(=O)C1=C(C)N=c2s/c(=C\c3ccccn3)c(=O)n2C1c1ccc(OC)cc1 (stereo unspecified)	-14
COc1cc(NC(=O)c2c(Cl)cccc2Cl)c(OC)cc1Cl	18
CCN(CC)c1ccc(C(=O)NCc2ccccn2)cc1	-76
CCOC(=O)C1=C(C)N(c2ccccc2)C(=O)C1CC(=O)Nc1ccc(C)cc1C (stereo unspecified)	9
COC(=O)C1=C(C)NC(=O)NC1c1sccc1C (stereo unspecified)	0
O=C1c2ccccc2C(=O)N1CC(O)Cn1c2ccccc2c2ccccc21 (stereo unspecified)	-4
NC(=O)c1ccccc1NC(=O)N1CCOCC1	-12
CCOc1ccc(C2/C(=C(\O)c3ccc(F)cc3)C(=O)C(=O)N2CCCCCC(=O)O)cc1 (stereo unspecified)	-3
CN1C(=O)C(=Cc2c(Cl)cccc2Cl)C(=O)N(C)C1=O	-34
c1ccc(OCCN2CCN(c3ncnc4c3cnn4-c3ccccc3)CC2)cc1	13
O=C(Nc1cc(C(F)(F)F)ccc1Cl)c1cccs1	-11
COC(=O)COc1c(Cl)cc(/C=C(/C#N)C(=O)Nc2cccc(Br)c2)cc1Cl	-8
Cc1ccc(S(=O)(=O)N/N=C/c2c(Cl)cccc2Cl)cc1[N+](=O)[O-]	-14
O=C(CC1Nc2ccccc2NC1=O)Nc1ccc(F)cc1 (stereo unspecified)	0
Cc1c(C(=O)OC(C)C)sc(NC(=O)/C=C/c2ccc3c(c2)OCO3)c1C(N)=O	2
Cc1ccc(N(CC(=O)NCCOc2ccc(F)cc2)S(=O)(=O)c2ccccc2)cc1C	-5
COc1ccc(-n2cnc(/N=C/N(C)C)c2C(=O)c2cccc([N+](=O)[O-])c2)cc1	8
Cc1nnc(NC(=O)COC(=O)c2ccc([N+](=O)[O-])cc2)s1	0
O=C(NCCC12CC3CC(CC(C3)C1)C2)Nc1ccccc1	-18
O=C(Nc1ccccc1F)c1ccc2nccnc2c1	2
Cc1ccc(C(=O)N2CCN(c3ccc([N+](=O)[O-])cc3)CC2C)cc1 (stereo unspecified)	-2
COc1cc(NC(=O)/C=C/c2ccco2)ccc1NC(=O)c1ccco1	-4
COc1ccc(/C=C/C(=O)N2CCN(CCN3C(=O)c4cccc5cccc(c45)C3=O)CC2)cc1	-30
CC1=C(C(=O)OCCOc2ccccc2)C(c2ccccc2[N+](=O)[O-])NC(=O)N1C (stereo unspecified)	-92
CCCOc1ccc(C(=O)Nc2ccc(-c3nc4cc(C)c(C)cc4o3)c(O)c2)cc1	-2
N/C(=N\OC(=O)C(c1ccccc1)c1ccccc1)c1ccccn1	-11
CC1(c2ccccc2)CC(C)(C)N(C(=O)c2cccc(F)c2)c2ccccc21 (stereo unspecified)	-24
CCCc1cc(C(=O)OC)c(NC(=O)/C=C/C(=O)O)s1	-15
C/C(O)=C(/C(=O)Nc1ccccc1[N+](=O)[O-])c1ccccc1	-63
Cc1cc(Cl)ccc1NC1=CC(=O)CC(c2ccccc2)C1 (stereo unspecified)	-7
CC1(C)CC(=O)c2nc(NC(=O)Cc3ccc(Cl)cc3)ncc2C1	-3
COC(=O)c1cc(NC(=O)COc2ccc(C)cc2)cc(C(=O)OC)c1	-21
Cc1cc(C)c(NC(=O)c2ccccc2Br)c(C)c1	-16
O=C(O)c1ccccc1C(=O)c1ccc(Cl)c(N2C(=O)C3CC=CCC3C2=O)c1 (stereo unspecified)	-16
O=C(O)C12CC3CC(C(=O)O)(C1)CC(C(=O)O)(C3)C2	-6
O=C(Nc1ccc2c(c1)Cc1ccccc1-2)c1cc2ccccc2o1	16
COc1cc(CNCCc2c[nH]c3ccccc23)cc(OC)c1O	10
Cc1ccc(C(=O)Nc2nc3ccccc3n2CCN2CCCC2)cc1	-6
Additional structures.
SMILES	VHR inh color
COc1c(Br)cc2c(cc(C)n2C)c1O	12
COCCN1C(=O)C(=O)/C(=C(/O)c2ccccc2)C1c1ccc2c(c1)OCO2 (stereo unspecified)	17
COc1ccc(-c2noc(-c3ccc(-c4ccccc4)cc3)n2)cc1	8
COc1cc(C=O)c(Br)cc1OCc1ccc(C)cc1	-7
O=C(NC(=S)NCCc1ccccc1)c1ccccc1	-18
CC1=NN(c2ccc(S(N)(=O)=O)cc2)C(=O)/C1=C\c1ccc(-c2ccc(Cl)c(C(=O)OC(C)C)c2)o1	-6
CCOC(=O)C1=C(C)N=c2s/c(=C\c3ccc([N+](=O)[O-])cc3)c(=O)n2C1c1ccc(OC)cc1OC (stereo unspecified)	-38
O=C(CSc1ncn[nH]1)n1c2ccccc2c2ccccc21	-75
Cc1ccccc1OCC(=O)NCc1ccccn1	1
COc1ccc(C2CC(C(F)(F)F)n3ncc(C(=O)Nc4ccc(F)cc4F)c3N2)cc1OC (stereo unspecified)	-3
Cc1ccc(CCNc2ccc3ccccc3c2)cn1	7
O=C1C(c2ccccc2)=S=C2N=C(c3ccccc3)C=CN12	-5
Cc1ccsc1C=NN1CCN(Cc2ccccc2Cl)CC1	4
Cc1cc(=O)[nH]c(SCCOc2ccc(C)c(C)c2)n1	2
COc1ccc(C(N)=O)cc1NC(C)=O	-15
COc1ccc(N2C(=O)NC(=O)/C(=C/c3cc(Br)c(OC)c(OC)c3)C2=O)cc1	-1
COc1ccc2c(c1)OCC/C2=N\OC(=O)c1ccccc1F	-23
NC(=O)CN1C(=O)/C(=C2\SC(=S)N(CCCC(=O)O)C2=O)c2ccccc21	-18
Cc1cc(C)nc(/N=C(\N)N2CCc3ccccc3C2)n1	8
COc1cc(/C=c2\sc3n(c2=O)C(c2c(OC)ccc4ccccc24)C(C(C)=O)=C(C)N=3)cc(OC)c1OC (stereo unspecified)	-7
COc1cc(C(=O)NC(NC(=S)N2CCOCC2)C(Cl)(Cl)Cl)cc(OC)c1OC (stereo unspecified)	3
CC(C)NC(=O)C1C(C=C(Cl)Cl)C1(C)C (stereo unspecified)	-10
CN1C(=O)NC(=O)/C(=C\c2ccc(OCc3ccc(C(=O)O)cc3)c(Br)c2)C1=O	51
Cc1ccccc1S(=O)(=O)N=C1C=CC(=O)C(Cl)=C1	75

Three records picked at random from those above:
SMILES	VHR inh color
COc1ccc(N2C(=O)NC(=O)/C(=C/c3cc(Br)c(OC)c(OC)c3)C2=O)cc1	-1
Cc1ccccc1S(=O)(=O)N=C1C=CC(=O)C(Cl)=C1	75
COc1cc(C(=O)NC(NC(=S)N2CCOCC2)C(Cl)(Cl)Cl)cc(OC)c1OC (stereo unspecified)	3

Going on with the list:
SMILES	VHR inh color
CCOC(=O)COc1c(Cl)cc(/C=C2\C(=O)NC(=O)N(c3ccc(C)cc3)C2=O)cc1Cl	-4
O=C(Nc1nc2ccc3ccccc3c2s1)c1ccc(C(=O)c2ccccc2)cc1	22
O=C(O)C1C(C(=O)Nc2cccc(Cl)c2)C2C=CC1C21CC1 (stereo unspecified)	-15
O=C(Nc1ccc(N2CCOCC2)cc1)c1ccccc1F	-8
CCOC(=O)C1=C(O)/C(=C/c2cccc(OC)c2)SC1=Nc1ccccc1	2
COc1ccc(N(CC(=O)Nc2ccc(C(C)C)cc2)S(=O)(=O)c2ccccc2)cc1	-9
NNC(=O)CNC(c1ccccc1)c1cc(Br)ccc1NC(=O)c1ccccc1Cl (stereo unspecified)	2
CCc1cccc(C)c1NC(=O)C1C2CCC(O2)C1C(=O)O (stereo unspecified)	-8
Cc1cccn2c(=O)c(/C=C3\SC(=S)N(CCc4ccccc4)C3=O)c(NCCCn3ccnc3)nc12	-4
C/C(NCCCN1CCOCC1)=C(\C#N)C(=O)NCc1ccccc1	15
Cc1cccc(N2C(=O)/C(=C/c3ccc([N+](=O)[O-])cc3)SC2=S)c1C	-8
COC(=O)c1ccc(NC(=O)COc2ccccc2C(C)C)cc1	-2

Sorted by molecular weight (smallest number first): part of the list above
SMILES	VHR inh color
O=C(Nc1ccc(N2CCOCC2)cc1)c1ccccc1F	-8
O=C(O)C1C(C(=O)Nc2cccc(Cl)c2)C2C=CC1C21CC1 (stereo unspecified)	-15
CCOC(=O)C1=C(O)/C(=C/c2cccc(OC)c2)SC1=Nc1ccccc1	2
O=C(Nc1nc2ccc3ccccc3c2s1)c1ccc(C(=O)c2ccccc2)cc1	22
NNC(=O)CNC(c1ccccc1)c1cc(Br)ccc1NC(=O)c1ccccc1Cl (stereo unspecified)	2
Cc1cccn2c(=O)c(/C=C3\SC(=S)N(CCc4ccccc4)C3=O)c(NCCCn3ccnc3)nc12	-4

(next part)
SMILES	VHR inh color
O=C1NC(=O)N(c2cccc(F)c2)C(=O)/C1=C/c1ccc(O)c(Cl)c1	-11
O=[N+]([O-])c1cc(S(=O)(=O)Nc2ccc(O)c(Br)c2)ccc1Cl	-7
CC1(C)OC2OC(COC(=O)c3ccccc3Cl)C3OC(C)(C)OC3C2O1 (stereo unspecified)	-49
CN1CCN(Cn2c(O)c(N=NC(=O)CSc3nc4ccccc4o3)c3ccccc32)CC1	-1
c1ccc2c(c1)ncn2CCn1cnc2ccccc21	-6
Cc1ccc(C(=O)Nc2ccc(C(=O)O)cc2)cc1S(=O)(=O)N1CCCCC1	4
COC(=O)c1cnn2c(C(F)(F)F)cc(-c3ccc(Br)cc3)nc12	-10
CCOC(=O)C1=C(O)/C(=C/c2ccc(N(C)C)cc2)SC1=Nc1cccc2ccccc12	0
COc1ccc(C(=O)Nc2sc(Cc3ccccc3)c(C)c2C(N)=O)cc1	7
CCOC(=O)c1sc(NC(=O)c2cncc(Br)c2)nc1C	-3
O=C(CCc1ccccc1)Nc1nc(-c2ccccc2)cs1	-11
Cc1ccc(N=Cc2c(O)n(-c3ccccc3Cl)c(=O)[nH]c2=O)cc1	-22

The last 2 entries of the part above are carried over, then new ones follow:
SMILES	VHR inh color
O=C(CCc1ccccc1)Nc1nc(-c2ccccc2)cs1	-11
Cc1ccc(N=Cc2c(O)n(-c3ccccc3Cl)c(=O)[nH]c2=O)cc1	-22
CCN(CC)CCCCOc1c(C)ccc(C)c1C	-3
C=CCc1c(C)nc(SC)nc1Nc1ccc(C(=O)O)cc1	-17
CC1CCN(CCOCCOc2c(Cl)cc(Cl)cc2Cl)CC1	2
Cc1ccc(C2Nc3ccc4ncccc4c3C3=C2C(=O)CC(C)(C)C3)cc1 (stereo unspecified)	-7
O=C(COc1ccc2ccccc2c1)N1CCN(C(=O)c2ccco2)CC1	19
CCOc1cccc(C2C(C(=O)OC)=C(C)NC3=C2C(=O)CC(C)(C)C3)c1 (stereo unspecified)	-22
O=C1OC(c2ccccc2)=N/C1=C1\C=C(c2ccccc2)Oc2ccccc21	-21
COc1ccc(C(C[N+](=O)[O-])c2c[nH]c3ccccc23)cc1 (stereo unspecified)	-21
COc1ccc(-c2csc(Nc3ccc4c(c3)OCO4)n2)cc1F	8
O=C(N/N=C\c1ccc(Cl)cc1Cl)c1cccc2cc[nH]c12	-20
Ic1ccc(N=Cc2ccc(OC3CSC3)cc2)cc1	-46
COc1cc2nc(-c3cccc(Br)c3)oc(=O)c2cc1OC	-16

Taken from above.
VHR inh color with Cc1ccccc1S(=O)(=O)N=C1C=CC(=O)C(Cl)=C1 stands at 75
VHR inh color with NNC(=O)CNC(c1ccccc1)c1cc(Br)ccc1NC(=O)c1ccccc1Cl (stereo unspecified) stands at 2

(next part)
SMILES	VHR inh color
Clc1ccc(OCCOCCN2CCCC2)c2ccccc12	-27
CCOC(=O)C1=C(O)/C(=C/c2ccc(Cl)cc2Cl)SC1=Nc1ccccc1	17
OCC(CO)C(c1ccccc1)c1ccccc1	-7
N#C/C(=C\c1ccc(-c2cccc(C(F)(F)F)c2)o1)c1ccc(Cl)cc1	-10
NNC(=O)Cn1c(-c2ccccn2)nc2ccccc21	17
N#C/C(=C/c1ccccc1[N+](=O)[O-])C(=O)Nc1ccc(Cl)cc1	-25
COc1ccc(/C=N/NC(=O)c2ccc(=O)n(C)c2)cc1	-31
CN1C(=O)/C(=C\c2nc3ccccc3c(=O)n2C)c2cc(Br)ccc21	-15
NC(=O)CCN1C(=O)/C(=C\c2ccc(F)cc2)SC1=S	-6
CCOC(=O)c1cnc2cc(-c3ccc(Cl)cc3)nn2c1C	-6
